Screening results deposited in PubChem by National Center for Advancing Translational Sciences (NCATS).
Nrf2 block: Nrf2 qHTS screen for inhibitors; A549 ARE-Fluc reporter, luciferase luminescence, 18-24 h; Potency, µM (doses to about 46 µM), for the others: at the highest dose activity change, negative = inhibition, most hits filed as inhibitors; 360,000 compounds, 2.1% hits; note: potency is the fitted concentration of half-maximal effect; % is set by controls: 0 for no effect and ±100 for the full control effect; nearly all actives have a fitted effect of over 60% in size
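A549 ARE_Fluc cells (5000/well, 5% FBS OPTI-MEM) pre-incubated 2 h, then treated with compounds 18-24 h at 37C/5% CO2 in concentration-response. CellTiter-Fluor viability read first; BugLite luciferase luminescence after 15 min at room temperature gives Nrf2 activity.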
Abeta rescue: qHTS for compounds that reverse cellular toxicity of Amyloid beta (A-beta) peptide in yeast: Primary Screen; yeast expressing A-beta42, growth rescue, OD600, 48 h; response scale: 0% DMSO, 100% iron-clioquinol control; Potency, µM (highest dose often 46.1 µM), for inactives: at the highest dose growth rescue, usual class: activators; 410,000 compounds, 0.063% hits; AID 1347071, 2019; note: potency is the fitted concentration of half-maximal effect; nearly all actives have a fitted effect of over 55% in size
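Yeast growth medium received pinned compounds, then yeast cells expressing toxic A-beta were added; plates incubated at 30 C for 48 hr. Growth read as absorbance at 600 nm, normalized to DMSO and equimolar FeCl3 plus clioquinol controls.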
HepG2 viability: qHTS for Inhibitors of TGF-b: Cytotox Counterscreen. HepG2 CAGA-GFP viability, ATP luminescence, 18 h. Potency, µM (top dose mostly 46.1 µM), for inactives: top-dose activity change, negative = cytotoxicity, actives largely listed as cytotoxic. 410,000 compounds, 0.76% hits. AID 588856, 2011; note: potency is the fitted concentration of half-maximal effect; some results filed as inactive show a strong effect at the top dose
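HepG2 CAGA-GFP cells (1000/well, DMEM with 1% FBS) received compound, then TGF-beta at 500 pg/mL final, and were incubated 18 hours at 37 degrees C. Viability was read by CellTiter-Glo luminescence. Media-only wells were set as complete cell-killing and DMSO as no toxicity.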
Nrf2 activator: qHTS of Nrf2 Activators | AREc32 ARE-luciferase reporter (MCF7-derived line), luminescence, 24 h | Potency, µM (doses to about 46.1 µM), for inactives: top-dose activation, usual class: activators | 410,000 compounds, 0.31% hits; note: potency is the fitted concentration of half-maximal effect; % of control where 0% means no effect; nearly all actives have a fitted effect of over 65% in size
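For detection, Steady-Glo was added and plates sat 30 min at RT; before that, AREc32_Fluc cells grown overnight in OPTI-MEM/5% FBS had been treated with 23 nL compound for 24 hr at 37 deg C.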
MmCpn inh: Inhibitors of TCP-1 ring complex (TRiC) of Methanococcus maripaludis (MmCpn): qHTS; Chaperonin Mm-Cpn (Methanococcus maripaludis); purified Mm-Cpn ATPase, ADP Transcreener TR-FRET; Potency, µM (doses to about 76.9 µM), without a hit: top-dose activity, negative = inhibition, hits mostly inhibitors; 330,000 compounds, 0.031% hits; AID 504842, 2011; note: potency is the fitted concentration of half-maximal effect; % is set by controls: 0 for no effect and ±100 for the full control effect; nearly all actives have a fitted effect of over 80% in size
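Compound-treated chaperonin, 25 nM final, turns over 10 uM ATP at 37°C for 30 min following a 10 min preincubation; ADP generated competes with ADP-d2 for Eu-cryptate antibody, lowering FRET.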
A549 viability: Nrf2 qHTS screen for inhibitors: counterscreen for cytotoxicity. A549 ARE-Fluc cells, CellTiter-Fluor viability, 18-24 h. Potency, µM (titrated, usually from 46 µM), inactives show at the top dose activity change, negative = cytotoxicity, most hits filed as inhibitors. 390,000 compounds, 0.16% hits. AID 504648, 2011; note: potency is the fitted concentration of half-maximal effect; % is set by controls: 0 for no effect and ±100 for the full control effect
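Cytotoxicity counterscreen: CellTiter-Fluor fluorescence was measured in A549 ARE_Fluc cells after 18-24 h of compound exposure in a concentration series. The subsequent BugLite luminescent read reports ARE-luciferase activity.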
CCT chaperon mod: High-Throughput Screening for Modulators of Cytosolic Chaperonin Activity; purified chaperonin ATPase assay, HTRF ADP detection, 30 min; activity change, % (no concentration beside the values), hits read low; 360,000 compounds, 0.3% hits; AID 651819, 2012; in the data active = activity change below about -30%; note: % is set by controls: 0 for no effect and ±100 for the full control effect
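Enzyme 40 or 20 nM (batch-dependent) in Tris pH 7.4/KCl/MgCl2/DTT; cpd 76 uM single point; ATP 10 uM; 30 min 37 °C; Transcreener ADP HTRF detection, 30 min RT; ratio 665/615.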
TGFb inhibitor: qHTS for Inhibitors of TGF-b. HepG2 CAGA-GFP TGF-b/SMAD3 reporter, GFP fluorescence, 18 h; TGF-beta stimulated, 500 pg/mL final. Potency, µM (highest dose often 46.1 µM), for inactives: top-dose activity, negative = inhibition, usual class: inhibitors. 410,000 compounds, 1.2% hits. AID 588855, 2011; note: potency is the fitted concentration of half-maximal effect; % is set by controls: 0 for no effect and ±100 for the full control effect; nearly all actives have a fitted effect of over 65% in size
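HEPG2 CAGA-GFP reporter cells (1000/well, DMEM with 1% FBS) received compounds, then recombinant TGF-beta at 500 pg/mL final for 18 hours at 37 degrees C. Per-cell GFP summed per well was normalised to unstimulated and stimulated DMSO controls before curve fitting.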
Akt phos inh: HTS Assay for Inhibitors of Akt Phophorylation: Primary Screen; AID 651550, 2012; 360,000 compounds, 0.32% hits; activity change, % for hits at 50 µM; Neuro2A IGF-stimulated pAkt S473 HTRF, 20 min; hits give low values; in the data active = activity change below about -80%; inconclusive = mostly about -51% to -80%; note: % is set by controls: 0 for no effect and ±100 for the full control effect
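Neuro2A cells (4,500/well, DMEM with 0.5% FBS) were treated with compound at a single 50 µM final concentration, stimulated with 6 nM IGF for 20 min at 37 °C, and lysed. Phospho-Akt Ser473 was read by HTRF as 665/615 ratio ×10^4.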
Starred values were filed as active, the others as inactive; i = inactive; ? = inconclusive; · = not tested or not shown; [ ] = another dose, or the depositor's remark. Unless noted, calls come from the whole dose curve; as a rule, active = well fitted curve in the direction sought with a large enough effect; inconclusive = small, poorly fitted or top-dose-only effect, or another doubt; inactive = no such curve, though single readings can be large; an effect the other way counts as inactive or inconclusive.

SMILES	Nrf2 block	Abeta rescue	HepG2 viability	Nrf2 activator	MmCpn inh	A549 viability	CCT chaperon mod	TGFb inhibitor	Akt phos inh
O=C(c1ccco1)N1CCN=C1SCc1c(F)cccc1Cl	-7%	2%	-17%	2.2%	2%	-4%	1.3	-3%	i
CCCC1(C(=O)OCC)NC(c2ccc(N(C)C)cc2)C2C(=O)N(c3ccc(OCC)cc3)C(=O)C21 (stereo not given)	-12%	-4%	-25%	-0.1%	-9%	0%	-3.2	-3%	i
CS(=O)(=O)N(Cc1ccccc1)c1ccc(C(=O)NCC2CCCO2)cc1 (stereo not given)	20%	-9%	-1%	0.0%	1%	12%	-0.2	?	i
O=c1cccc(-c2ccccc2)[nH]1	12%	-9%	-5%	2.9%	-1%	8%	2.4	-2%	i
Oc1ccc(C=Nc2cccc3ncccc23)c(O)c1	1%	3%	-24%	-0.8%	-1%	-20%	-1.0	-3%	i
CCOC(=O)c1cc2n(c1C)-c1ccccc1C2=O	?	-4%	-10%	7.3%	1%	-7%	0.4	-5%	i
CCOC(=O)c1c(C)[nH]c(C)c1S(=O)(=O)N1CCC(C(=O)NCc2ccc(F)cc2)CC1	?	-8%	1%	4.4%	·	7%	·	-19%	·
CCOc1ncccc1C(=O)OCC(=O)N1c2ccccc2CC1C (stereo not given)	9%	32%	0%	-0.3%	1%	0%	-4.1	3%	i
CC(C)CC1NC(=O)N(CCCCN2C(=O)c3ccccc3C2=O)C1=O (stereo not given)	-19%	-21%	-9%	1.5%	0%	-1%	-6.2	-4%	i
Cc1c(Cl)cccc1NC(=O)CSc1nc(=O)n(Cc2ccncc2)c2c1CCC2	·	-18%	-28%	-0.9%	·	4%	·	-11%	·
CCCn1c2c(c(O)c(C(=O)Nc3ncccc3C)c1=O)CCCC2	?	11%	-1%	0.0%	1%	2%	-0.2	-12%	i
CC(C)CNC(=O)C1(C)CCCN1Cc1ccc(OC(F)(F)F)cc1 (stereo not given)	·	-11%	-15%	-0.8%	·	·	-2.0	-23%	i
O=C(Nc1ccc(N2CCCC2)cc1)c1cccc(F)c1	?	11%	-17%	3.1%	1%	·	-5.3	18%	i
Cc1ccc2cc(CCNC(=O)CC(C)C)c(=O)[nH]c2c1	-20%	-3%	6%	0.4%	-3%	-2%	0.7	5%	i
O=C(CSc1nnc(NCc2ccccc2)s1)c1ccco1	29%	8%	-28%	4.9%	0%	-3%	-4.0	3%	i
Cc1ccc(CNS(=O)(=O)c2ccc(C(=O)N(C)C)s2)cc1	·	-18%	-29%	-0.5%	·	11%	·	-32%	·
O=c1[nH]c2ccccc2n1Cc1ccc(F)cc1	4%	33%	4%	-0.8%	-4%	-6%	1.5	-5%	i
Cn1ncc2cc(NC(N)=S)ccc21	3%	-8%	-3%	-0.3%	-3%	-2%	1.3	0%	i
CCN(CC)S(=O)(=O)c1ccc(C)c(NC(=O)COC(=O)CCC(=O)c2cccs2)c1	21%	5%	-1%	-0.6%	0%	-5%	0.5	5%	i
C=CCn1c(COc2ccccc2)nnc1SCC(=O)Nc1ccc(S(N)(=O)=O)cc1	7%	3%	7%	0.4%	-1%	5%	-2.0	4%	i
COc1ccc(OC)c(/C=C2/Sc3ccccc3C2=O)c1	10%	-13%	8%	?	-3%	-1%	-1.6	23%	i
COc1ccc(-c2nnc(SCC(=O)Nc3c(Cl)cc(Cl)cc3C(=O)O)o2)cc1	2%	-6%	-14%	-0.2%	0%	2%	-0.4	0%	i
O=C(NCCCN1CCN(c2ccccc2)CC1)C1CCCN(c2ncnc3c2nc2n3CCCCC2)C1 (stereo not given)	-19%	1%	11%	0.1%	0%	-13%	-0.5	-2%	i
CN(C)c1cccc(C(=O)N(C)C2CCCN(Cc3ccccc3F)C2)c1 (stereo not given)	12%	-11%	-27%	0.4%	-3%	?	-0.8	17%	i
CC(C)C[C@H](NC(=O)c1nc[nH]c1C(=O)N1CCN(C(=O)OC(C)(C)C)CC1)C(=O)OC(C)(C)C	?	2%	-29%	-1.3%	·	-13%	0.7	-31%	i

Record cards (already shown).
Listed for CC(C)CNC(=O)C1(C)CCCN1Cc1ccc(OC(F)(F)F)cc1 (stereo not given) = Nrf2 block: ·; Abeta rescue: -11%; HepG2 viability: -15%; Nrf2 activator: -0.8%; MmCpn inh: ·; A549 viability: ·; CCT chaperon mod: -2.0; TGFb inhibitor: -23%; Akt phos inh: i
Listed for Cc1ccc2cc(CCNC(=O)CC(C)C)c(=O)[nH]c2c1 = Nrf2 block: -20%; Abeta rescue: -3%; HepG2 viability: 6%; Nrf2 activator: 0.4%; MmCpn inh: -3%; A549 viability: -2%; CCT chaperon mod: 0.7; TGFb inhibitor: 5%; Akt phos inh: i

(continued)
SMILES	Nrf2 block	Abeta rescue	HepG2 viability	Nrf2 activator	MmCpn inh	A549 viability	CCT chaperon mod	TGFb inhibitor	Akt phos inh
Cc1nc2c(sc(=S)n2Cc2ccco2)c(=O)n1CC(=O)Nc1cc(F)ccc1F	1%	·	-31%	-0.6%	1%	-1%	-0.3	-27%	i
N#CN(Cc1ccccc1)Cc1ccccc1	-7%	21%	-13%	3.2%	0%	4%	0.6	-1%	i
COc1ccc(/C=C(\NC(=O)c2ccc(OCC(C)C)cc2)C(=O)OCc2ccco2)cc1	10%	11%	-10%	0.5%	0%	1%	-7.0	2%	i
O=C(/C=C/c1ccccc1)NCC(=O)N/N=C/c1ccccc1[N+](=O)[O-]	-6%	-11%	30%	9.9%	-3%	2%	-0.6	?	i
CCOC(=O)c1ccc(N2C(=O)c3n[nH]c(C)c3C2c2cccnc2)cc1 (stereo not given)	-21%	-9%	4%	0.6%	1%	-1%	0.4	-1%	i
O=C(O)CCc1ccc(-c2cccs2)n1NC(=O)c1cccs1	2%	-3%	1%	-0.2%	-2%	-3%	0.6	0%	i
COc1cccc(C(=O)NCc2nnc(SCC(=O)Nc3nccs3)n2-c2cccc(C)c2)c1	·	-4%	-3%	-0.6%	-5%	-1%	-0.9	-3%	i
CSCCC(NS(=O)(=O)c1ccccc1F)C(=O)N1CCCCCC1 (stereo not given)	-3%	10%	-9%	-0.4%	2%	0%	-0.3	-12%	i
COc1ccc(N(Cc2cc3cc(OC)ccc3[nH]c2=O)C(=O)c2cccnc2)cc1	·	-7%	-21%	-0.5%	-2%	-2%	-1.1	-15%	i
O=C(CN1CCN(c2ccccn2)CC1)Nc1ccc(Cl)c(C(F)(F)F)c1	·	-30%[inhibitor]	30%	0.0%	0%	-1%	0.1	8%	i
COc1ccc2nc(SCC(=O)N3CCCCCC3)c(C#N)cc2c1	?	9%	-3%	3.5%	1%	-9%	0.0	-14%	i
COc1ccc(NS(=O)(=O)NC(=O)c2cn(C)c3ccccc23)cc1	0%	6%	-1%	-0.8%	4%	-5%	0.9	6%	i
CCCCN1C[C@H](c2ccc(OC)cc2)[C@@H](CC(=O)Nc2ccc(OC)cc2)C1=O	·	0%	-50%	0.4%	·	·	-0.6	-25%	i
CC(C)CC(=O)Nc1ccccc1-c1nnn(CC(=O)N2CCc3ccccc3C2)n1	6%	30%	-7%	-0.8%	-2%	-4%	-0.9	-9%	i
Cc1ccc(C)c(NC(=O)C(OC(=O)c2ccc(CO)cc2)c2ccccc2)c1 (stereo not given)	7%	-16%	-12%	2.4%	0%	12%	2.1	-5%	i
CCN(CCNC(=O)c1ccc2nc(-c3ccccc3NC(C)=O)c(=O)[nH]c2c1)c1ccccc1	-10%	-13%	-17%	0.5%	-1%	-8%	-1.6	0%	i
CCC[C@@H](OS(N)(=O)=O)[C@@H](Cc1ccccc1)C(=O)OCC	6%	5%	8%	-0.4%	0%	0%	-2.0	16%	i
O=C(NCCCn1ccnc1)c1cc2c(s1)CCCC2	-10%	15%	-19%	0.3%	-7%	1%	-0.3	-12%	i
CCCCN(C)C(=O)Cn1nc(Cc2ccncc2)c2ccccc2c1=O	-3%	-17%	2%	-0.5%	-2%	-7%	-2.8	?	i
Cc1ccc(C)c(C(=O)N2CCC(n3nccc3NC(=O)C3CC3)CC2)c1	-8%	-4%	9%	-0.6%	-4%	0%	1.4	8%	i
Cc1ccc(Oc2nnc(-c3ccc(C)cc3)c3ccccc23)cc1	9%	-21%	-2%	2.7%	-4%	-14%	1.0	0%	i
Cc1ccn2cc(CCNS(=O)(=O)c3ccc4c(c3)OCCO4)nc2c1	-13%	5%	-2%	0.0%	-3%	-21%	0.1	-17%	i
Cc1ccc(C(c2nnnn2C2CCCCC2)N2CCN3CCCC3C2)cc1 (stereo not given)	-13%	4%	-36%	0.0%	0%	-4%	1.0	22%	i
O=[N+]([O-])c1ccc(N2CCOCC2)cc1O	5%	5%	-2%	0.0%	-1%	-24%	0.8	14%	i
Cc1ccsc1C=C1C(=O)c2ccccc2C1=O	16%	-20%	-11%	0.7%	1%	-16%	0.7	?	i
Cc1cc(C(=O)OC(C)C(=O)Nc2cccc(Cl)c2)on1 (stereo not given)	3%	2%	6%	0.0%	1%	2%	-2.6	6%	i
